UPR CHOP act = activators of apoptotic arm of unfolded protein response (CHOP); CHO-CHOP luciferase reporter, UPR activation, luminescence; percent of tunicamycin response over DMSO baseline; activation, % at 10 µM; 330,000 compounds, 0.34% hits; AID 449763;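 active = at 10 µM dose, activation of 40% or more, normalized to positive control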;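 note: 100% = tunicamycin at 10 µg/mL and 0% = DMSO alone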
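measured by = luciferase luminescence | assay system = CHO-CHOP cells, stable luciferase reporter of PERK-eIF2a-CHOP signalling | amount = 500 reporter cells seeded per well | timing = 6 h compound exposure at 37 °C after overnight seeding | controls = positive tunicamycin 10 µg/mL, negative DMSO alone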
tim23-1 inh = growth inhibitors of tim23-1 mutant yeast; S. cerevisiae tim23-1 growth, BacTiter-Glo luminescence, 24 h; inhibition, % at 20 µM; 330,000 compounds, 1.3% hits; AID 463212;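 active = growth inhibition of the mutant yeast at or above 50%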;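 note: temperature-sensitive mutant grown at 25 °C; plate controls were DMSO-treated mutant yeast for no effect and medium wells lacking yeast for full effect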
tim10-1 inh = growth inhibitors of tim10-1 mutant yeast. S. cerevisiae tim10-1 ts strain growth, BacTiter-Glo, 24 h. inhibition, % at 20 µM. 330,000 compounds, 2.2% hits. AID 463190;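 active = inhibition of at least 40%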;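 note: mutant grown at 25 °C; 0% = DMSO wells with yeast and 100% = wells holding no yeast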
Mdm2 MdmX PPI = disrupts the human Mdm2-MdmX interaction; O15151+Q00987; AID 485346; inhibition, % at 8 µM; SaOS-2 split-luciferase Mdm2/MdmX complementation, luminescence; 330,000 compounds, 3% hits;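 active = inhibition of at least 50% at 8 µM in the primary screen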
Target sequence (O15151 whole entry, looked up): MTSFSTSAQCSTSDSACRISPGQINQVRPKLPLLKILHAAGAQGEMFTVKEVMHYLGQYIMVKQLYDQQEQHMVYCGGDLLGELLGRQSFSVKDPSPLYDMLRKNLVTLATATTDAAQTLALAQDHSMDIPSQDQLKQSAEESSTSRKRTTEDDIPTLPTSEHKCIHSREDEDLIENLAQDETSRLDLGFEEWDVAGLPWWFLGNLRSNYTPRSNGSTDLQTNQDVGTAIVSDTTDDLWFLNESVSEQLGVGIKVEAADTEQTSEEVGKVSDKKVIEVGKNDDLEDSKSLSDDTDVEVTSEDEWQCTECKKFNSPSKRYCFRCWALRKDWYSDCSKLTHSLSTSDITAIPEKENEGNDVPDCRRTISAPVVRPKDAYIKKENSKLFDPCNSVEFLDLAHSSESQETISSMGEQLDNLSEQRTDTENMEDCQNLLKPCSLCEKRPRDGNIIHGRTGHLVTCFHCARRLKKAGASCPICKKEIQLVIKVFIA
Target sequence (Q00987 whole entry, looked up): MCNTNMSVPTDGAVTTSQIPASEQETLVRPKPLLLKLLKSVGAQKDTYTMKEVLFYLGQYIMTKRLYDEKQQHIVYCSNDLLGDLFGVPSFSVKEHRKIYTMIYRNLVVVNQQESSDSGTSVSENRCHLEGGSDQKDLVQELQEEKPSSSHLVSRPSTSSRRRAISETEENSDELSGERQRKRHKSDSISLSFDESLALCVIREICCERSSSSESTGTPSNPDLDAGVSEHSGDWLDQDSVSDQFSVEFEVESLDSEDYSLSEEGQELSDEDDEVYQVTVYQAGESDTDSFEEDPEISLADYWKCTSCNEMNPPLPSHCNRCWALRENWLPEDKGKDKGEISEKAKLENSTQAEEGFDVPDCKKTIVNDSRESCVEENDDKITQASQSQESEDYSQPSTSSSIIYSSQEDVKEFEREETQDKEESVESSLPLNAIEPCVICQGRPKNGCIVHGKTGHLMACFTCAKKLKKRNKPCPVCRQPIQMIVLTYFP
697 NFkB inh = lowers PMA/ionomycin-induced NF-kB signal in 697 B cells. 697 B-cell NF-kB luciferase reporter, 16 h. AID 435022. inhibition, % at 4 µM. 330,000 compounds, 0.33% hits; in the data active = inhibition above about 35%
Jurkat NFkB inh = lowers PMA/ionomycin-induced NF-kB signal in Jurkat cells | AID 435003 | inhibition, % at 4 µM | 330,000 compounds, 0.53% hits | PMA/ionomycin-induced NF-kB luciferase reporter, luminescence; in the data active = inhibition above about 50%
UPR XBP1 act = adaptive UPR (XBP1) activation. CHO-XBP1 luciferase reporter, IRE1-XBP1 UPR activation, luminescence; percent of tunicamycin response, DMSO as zero. 330,000 compounds, 0.33% hits. activation, % at 20 µM;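 active = versus positive control, 20 µM dose yields 30% or more activation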;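 note: 100% = tunicamycin at 10 µg/mL and 0% = DMSO only wells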
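Signal: luciferase luminescence; Assay system: CHO-XBP1 luciferase reporter cells; Amount: one thousand reporter cells per well; Dosing: 20 µM single concentration, DMSO 1%; Benchmarks: high control tunicamycin 10 µg/mL final, low control DMSO vehicle only; Schedule: 6 h compound exposure at 37 °C, 5% CO2; Evaluation: percent activation relative to tunicamycin reference.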
TIM10 inh = inhibits growth of TIM10 yeast strain | S. cerevisiae TIM10 strain growth, BacTiter-Glo luminescence, 24 h | 330,000 compounds, 1.4% hits | AID 463195 | inhibition, % at 10 µM;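 active = inhibition of 40% or more at the single tested concentration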;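 note: wild-type TIM10 isogenic control strain grown at permissive 25 °C; 0% = DMSO yeast wells and 100% = minimal medium wells without yeast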
Active calls of the source: *.

`COCCNC(=O)CCCn1c(=O)c2cc(OC)c(OC)cc2n(CC(=O)Nc2ccccc2OC)c1=O` gave UPR CHOP act -1.1, tim23-1 inh 0, tim10-1 inh 8, Mdm2 MdmX PPI -7, 697 NFkB inh 13, Jurkat NFkB inh -3, UPR XBP1 act -2 and TIM10 inh -13.
For CN1C2Cc3c(n(C)c4ccccc34)C1CC=C2CO (stereo not drawn) the results were UPR CHOP act 0.1, tim23-1 inh -6, tim10-1 inh -5, Mdm2 MdmX PPI 10, 697 NFkB inh 21, Jurkat NFkB inh 6, UPR XBP1 act -2 and TIM10 inh -13.
For O=C(NCc1ccccc1)c1ccc2c(=O)n(CC3CCCO3)c(=S)[nH]c2c1 (stereo not drawn) the results were UPR CHOP act 0.5, tim23-1 inh -5, tim10-1 inh 9, Mdm2 MdmX PPI 21, 697 NFkB inh 15, Jurkat NFkB inh 4, UPR XBP1 act -1 and TIM10 inh 0.
Cc1nn(C)c2c(=O)c(=O)c2n(C)[nH]1 was read as UPR CHOP act -1.5, tim23-1 inh 0, tim10-1 inh -1, Mdm2 MdmX PPI 29, 697 NFkB inh -6, Jurkat NFkB inh 3, UPR XBP1 act -5 and TIM10 inh 7.
Screening COc1ncnc2c1sc1nc(-c3ccccc3)c3c(c12)CCCC3 returned UPR CHOP act -2.9, tim23-1 inh 24, tim10-1 inh 22, Mdm2 MdmX PPI 33, 697 NFkB inh 13, Jurkat NFkB inh -8, UPR XBP1 act 3 and TIM10 inh 6.
O=C1CCCN1CCCNC(=S)Nc1ccc(Cl)cc1Cl was read as UPR CHOP act 0.5, tim23-1 inh 7, tim10-1 inh 4, Mdm2 MdmX PPI 10, 697 NFkB inh -3, Jurkat NFkB inh -4, UPR XBP1 act -2 and TIM10 inh -2.
Screening CCOc1ccccc1N1CCN(C(=O)Cc2ccc(S(=O)(=O)N3CCOCC3)s2)CC1 returned UPR CHOP act -2.9, tim23-1 inh 5, tim10-1 inh -23, Mdm2 MdmX PPI 13, 697 NFkB inh -14, Jurkat NFkB inh 10, UPR XBP1 act -2 and TIM10 inh -2.
`CN1CCN(c2ccc(Cl)cc2NC(=O)CCN2C(=O)c3ccccc3C2=O)CC1` gave UPR CHOP act -0.4, tim23-1 inh 1, tim10-1 inh 13, Mdm2 MdmX PPI 24, 697 NFkB inh 14, Jurkat NFkB inh 13, UPR XBP1 act -2 and TIM10 inh 1.
`Cc1cccc(OCC(=O)Nc2ccc(S(=O)(=O)N3CCCC3)cc2)c1` gave UPR CHOP act -0.6, tim23-1 inh 25, tim10-1 inh 44*, Mdm2 MdmX PPI -7, 697 NFkB inh -1, Jurkat NFkB inh -6, UPR XBP1 act -1 and TIM10 inh 45*.
For Cc1cc(C)c(NC(=O)CS(=O)CC(=O)N2CCN(c3ccccc3)CC2)c(C)c1 (stereo not drawn) the results were UPR CHOP act -1.2, tim23-1 inh 5, tim10-1 inh 2, Mdm2 MdmX PPI 5, 697 NFkB inh 13, Jurkat NFkB inh -1, UPR XBP1 act 0 and TIM10 inh 10.

Random excerpt: 2 entries already listed.
For CN1C2Cc3c(n(C)c4ccccc34)C1CC=C2CO (stereo not drawn) the results were UPR CHOP act 0.1, tim23-1 inh -6, tim10-1 inh -5, Mdm2 MdmX PPI 10, 697 NFkB inh 21, Jurkat NFkB inh 6, UPR XBP1 act -2 and TIM10 inh -13.
For Cc1cc(C)c(NC(=O)CS(=O)CC(=O)N2CCN(c3ccccc3)CC2)c(C)c1 (stereo not drawn) the results were UPR CHOP act -1.2, tim23-1 inh 5, tim10-1 inh 2, Mdm2 MdmX PPI 5, 697 NFkB inh 13, Jurkat NFkB inh -1, UPR XBP1 act 0 and TIM10 inh 10.

Remaining list, next part
For Cc1ccc(C)c(C(=O)CCC(=O)NCc2ccc(Cl)cc2)c1 the results were UPR CHOP act -0.1, tim23-1 inh 17, tim10-1 inh 34, Mdm2 MdmX PPI 22, 697 NFkB inh -31, Jurkat NFkB inh -24, UPR XBP1 act -3 and TIM10 inh 28.
Screening COc1cccc(CNn2c(-c3cccc(C)c3)nc3ccccc3c2=O)c1O returned UPR CHOP act 0.4, tim23-1 inh 57*, tim10-1 inh 28, Mdm2 MdmX PPI 8, 697 NFkB inh 9, Jurkat NFkB inh -7, UPR XBP1 act -2 and TIM10 inh 20.
Screening CCc1ccccc1Nc1nc(N)nc(COC(=O)CCNS(=O)(=O)c2ccccc2)n1 returned UPR CHOP act -1.6, tim23-1 inh 3, tim10-1 inh 15, Mdm2 MdmX PPI -5, 697 NFkB inh -19, Jurkat NFkB inh -5, UPR XBP1 act 0 and TIM10 inh 4.
Screening COc1ccc(N2C(=O)C3CCCN3C2c2cccs2)cc1 (stereo not drawn) returned UPR CHOP act 2.1, tim23-1 inh -4, tim10-1 inh 1, Mdm2 MdmX PPI 3, 697 NFkB inh 5, Jurkat NFkB inh 2, UPR XBP1 act 0 and TIM10 inh -20.
For CCOc1ccc(CCNC(=O)c2cc(C)nc3ccccc23)cc1OCC the results were UPR CHOP act 1.7, tim23-1 inh 18, tim10-1 inh 10, Mdm2 MdmX PPI 13, 697 NFkB inh 8, Jurkat NFkB inh 0, UPR XBP1 act -8 and TIM10 inh 8.
`CC(=O)Nc1ccc(C(=O)NC2CCCC2)cc1` gave UPR CHOP act -0.8, tim23-1 inh 1, tim10-1 inh 5, Mdm2 MdmX PPI -12, 697 NFkB inh -6, Jurkat NFkB inh -5, UPR XBP1 act -1 and TIM10 inh 9.
`Cc1c(OCC(=O)NC2CC(C)(C)NC(C)(C)C2)ccc2c1oc(=O)c1ccccc12` gave UPR CHOP act 1.9, tim23-1 inh 3, tim10-1 inh 1, Mdm2 MdmX PPI 44, 697 NFkB inh 13, Jurkat NFkB inh -26, UPR XBP1 act 0 and TIM10 inh 12.
Screening CNC(=S)N1N=C(c2ccc(C)cc2)CC1c1cc(OC)ccc1OC (stereo not drawn) returned UPR CHOP act 6.1, tim23-1 inh 24, tim10-1 inh 15, Mdm2 MdmX PPI 48, 697 NFkB inh -9, Jurkat NFkB inh 21, UPR XBP1 act -2 and TIM10 inh -11.
For COc1ccc(-c2nc(N/N=C(\C)c3ccc(O)cc3)c3ccccc3n2)cc1 the results were UPR CHOP act 10, tim23-1 inh 15, tim10-1 inh 23, Mdm2 MdmX PPI 86*, 697 NFkB inh -20, Jurkat NFkB inh -18, UPR XBP1 act 13 and TIM10 inh 34.
For Cc1cccc(NC(=S)N2CCCCCC2)c1 the results were UPR CHOP act -0.7, tim23-1 inh 15, tim10-1 inh 13, Mdm2 MdmX PPI 5, 697 NFkB inh -21, Jurkat NFkB inh 9, UPR XBP1 act 0 and TIM10 inh 8.

The last 2 compounds of the section above come first, to join the parts.
For COc1ccc(-c2nc(N/N=C(\C)c3ccc(O)cc3)c3ccccc3n2)cc1 the results were UPR CHOP act 10, tim23-1 inh 15, tim10-1 inh 23, Mdm2 MdmX PPI 86*, 697 NFkB inh -20, Jurkat NFkB inh -18, UPR XBP1 act 13 and TIM10 inh 34.
For Cc1cccc(NC(=S)N2CCCCCC2)c1 the results were UPR CHOP act -0.7, tim23-1 inh 15, tim10-1 inh 13, Mdm2 MdmX PPI 5, 697 NFkB inh -21, Jurkat NFkB inh 9, UPR XBP1 act 0 and TIM10 inh 8.
`O=C(CSc1nc2ccccc2[nH]1)Nc1ccc(F)cc1` gave UPR CHOP act -0.5, tim23-1 inh 23, tim10-1 inh -12, Mdm2 MdmX PPI -9, 697 NFkB inh 25, Jurkat NFkB inh -3, UPR XBP1 act 1 and TIM10 inh 14.
For CCOC(=O)/C=C1\NC(=O)CS1 the results were UPR CHOP act -0.1, tim23-1 inh 3, tim10-1 inh 7, Mdm2 MdmX PPI 8, 697 NFkB inh 10, Jurkat NFkB inh 5, UPR XBP1 act -5 and TIM10 inh -15.
`COC(=O)c1ccc(C(=S)N2CCOCC2)cc1` gave UPR CHOP act -0.9, tim23-1 inh 11, tim10-1 inh -14, Mdm2 MdmX PPI 6, 697 NFkB inh 14, Jurkat NFkB inh -4, UPR XBP1 act -1 and TIM10 inh -2.
C=CCn1cccc(C(=O)Nc2cc(OC)c(OC)c(OC)c2)c1=O was read as UPR CHOP act 0.8, tim23-1 inh 10, tim10-1 inh 22, Mdm2 MdmX PPI 5, 697 NFkB inh 21, Jurkat NFkB inh -3, UPR XBP1 act -2 and TIM10 inh 34.
`COc1ccc(NC(=O)c2ccccc2N2C(=O)C3C4C=CC(C5CC45)C3C2=O)c(OC)c1` (stereo not drawn) gave UPR CHOP act 4.4, tim23-1 inh 21, tim10-1 inh 15, Mdm2 MdmX PPI -2, 697 NFkB inh -19, Jurkat NFkB inh -6, UPR XBP1 act -3 and TIM10 inh 14.
CCC(=O)c1c[nH]c(C(=O)N2CCN(c3ccccc3)CC2)c1 was read as UPR CHOP act -0.4, tim23-1 inh 16, tim10-1 inh 38, Mdm2 MdmX PPI -29, 697 NFkB inh -2, Jurkat NFkB inh 0, UPR XBP1 act 1 and TIM10 inh 6.
For CC1=C(C(=O)OCc2ccccc2)C(c2ccco2)n2ncnc2N1 (stereo not drawn) the results were UPR CHOP act -1.0, tim23-1 inh 10, tim10-1 inh 21, Mdm2 MdmX PPI 29, 697 NFkB inh -11, Jurkat NFkB inh 4, UPR XBP1 act -3 and TIM10 inh 11.
Screening CN1CCN(CCc2cn3ncc(C#N)c3nc2-c2ccc(F)cc2)CC1 returned UPR CHOP act -2.2, tim23-1 inh 8, tim10-1 inh -2, Mdm2 MdmX PPI 7, 697 NFkB inh 9, Jurkat NFkB inh -5, UPR XBP1 act -1 and TIM10 inh -11.
`CC(=O)c1ccc(N2CCN(C(=O)CCCn3c(=O)[nH]c4ccccc4c3=O)CC2)cc1` gave UPR CHOP act -1.5, tim23-1 inh 11, tim10-1 inh 22, Mdm2 MdmX PPI 8, 697 NFkB inh 12, Jurkat NFkB inh 10, UPR XBP1 act -4 and TIM10 inh -5.
For COc1ccc(C2C=C(C)Nc3ncnn32)cc1 (stereo not drawn) the results were UPR CHOP act 6.9, tim23-1 inh 6, tim10-1 inh 9, Mdm2 MdmX PPI 0, 697 NFkB inh -27, Jurkat NFkB inh -42, UPR XBP1 act 2 and TIM10 inh -12.
For CCCn1cc(CN2CCC(Cc3ccccc3)(C(=O)OCC)CC2)c(C)n1 the results were UPR CHOP act 2.8, tim23-1 inh 13, tim10-1 inh 11, Mdm2 MdmX PPI -32, 697 NFkB inh 10, Jurkat NFkB inh -6, UPR XBP1 act -1 and TIM10 inh -6.
Cc1cccc(OCc2nnc(SCC(=O)N3c4ccccc4CC3C)n2C)c1C (stereo not drawn) was read as UPR CHOP act 2.4, tim23-1 inh 54*, tim10-1 inh 39, Mdm2 MdmX PPI 14, 697 NFkB inh 18, Jurkat NFkB inh 6, UPR XBP1 act 0 and TIM10 inh 44*.
For COc1cc(C#N)ccc1OCC(=O)Nc1cccc(S(=O)(=O)N2CCCC2)c1 the results were UPR CHOP act 1.5, tim23-1 inh 2, tim10-1 inh 8, Mdm2 MdmX PPI 29, 697 NFkB inh 13, Jurkat NFkB inh 10, UPR XBP1 act -3 and TIM10 inh 9.

Screens deposited in PubChem BioAssay by Sanford-Burnham Center for Chemical Genomics.
